CCR6 antagonist: CCR6 (human) receptor antagonism. CHO-K1 CCR6 PathHunter beta-arrestin, luminescence, CCL20-stimulated. 0.49% of 340,000 active. inhibition, % at 20 µM. P51684;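 active = compounds whose inhibition of the agonist-driven luminescence signal at 20 µM reaches about 50%, limit read from the data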;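 also: cells stimulated with CCL20 at 14 nM final; plate controls were DMSO with CCL20 for no effect and DMSO without agonist for full effect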
Target sequence (P51684 whole entry, looked up): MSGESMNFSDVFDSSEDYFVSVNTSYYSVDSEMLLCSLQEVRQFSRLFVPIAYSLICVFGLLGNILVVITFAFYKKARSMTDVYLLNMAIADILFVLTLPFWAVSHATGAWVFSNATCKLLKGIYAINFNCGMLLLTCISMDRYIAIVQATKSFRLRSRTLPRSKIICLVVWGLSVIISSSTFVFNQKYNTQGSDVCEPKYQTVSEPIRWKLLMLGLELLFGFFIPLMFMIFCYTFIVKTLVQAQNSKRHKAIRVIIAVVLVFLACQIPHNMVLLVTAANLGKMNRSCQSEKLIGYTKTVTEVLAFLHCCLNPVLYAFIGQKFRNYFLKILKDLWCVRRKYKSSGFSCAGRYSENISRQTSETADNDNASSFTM
APJ agonist: agonists of human APJ apelin receptor. P35414. CHO-K1 APJ PathHunter beta-arrestin, luminescence; 0% DMSO wells, 100% apelin. activation, % at 20 µM. 0.11% of 330,000 active;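 active = activation more than six SD over the plate average, tested at 20 µM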;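 also: 0% = DMSO alone and 100% = apelin-13 at 10 nM; some results filed as inactive read as strong as hits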
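assay system = CHO-K1 APJ beta-arrestin complementation cell line | input = cell density 1000 per well | dosing = compound 20 µM once, DMSO 1% | timing = compound 90 min 25 °C, reagent 1 h | measured by = luminescence from split beta-galactosidase complementation, Galacton Star/Emerald II substrate | read-out basis = APJ agonist activity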
CXCR6 block: inhibitors of human CXCR6 receptor; CHO-K1 PathHunter CXCR6 beta-arrestin, luminescence; inhibition, % at 20 µM; 0.36% of 360,000 active; in the data active = inhibition above about 34%, passing the limit was not always enough;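 also: antagonist mode with CXCL16 agonist at 10 nM final; 0% = 10 nM CXCL16 with DMSO and 100% = unstimulated wells without agonist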
Target sequence (O00574 whole entry, looked up): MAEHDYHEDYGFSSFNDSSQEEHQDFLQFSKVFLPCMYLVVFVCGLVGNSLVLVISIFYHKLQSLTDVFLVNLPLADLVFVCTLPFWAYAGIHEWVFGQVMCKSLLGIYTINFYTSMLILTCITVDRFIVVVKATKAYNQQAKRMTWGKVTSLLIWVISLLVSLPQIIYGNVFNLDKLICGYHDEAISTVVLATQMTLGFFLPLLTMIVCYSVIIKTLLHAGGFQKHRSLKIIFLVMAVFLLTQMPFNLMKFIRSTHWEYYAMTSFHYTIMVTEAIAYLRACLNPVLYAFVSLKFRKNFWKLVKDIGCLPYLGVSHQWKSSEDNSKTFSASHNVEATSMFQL
APJ antagonist: antagonists of human APJ apelin receptor; inhibition, % at 20 µM; CHO-K1 APJ beta-arrestin complementation, luminescence; P35414; 0.32% of 330,000 active;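 active = inhibition above about 40% at 20 µM, limit read from the data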;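 also: cells challenged with 10 nM apelin-13 agonist together with compound; plate controls were apelin-13 plus DMSO wells for no effect and DMSO wells lacking apelin-13 for full effect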
EBI2 block: antagonists of human EBI2 receptor. P32249. EBI2 beta-arrestin recruitment, luminescence, 7a,25-OHC stimulated. inhibition, % at 5 µM. 0.81% of 360,000 active. AID 651636; in the data active = inhibition above about 38%;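 also: enzyme fragment complementation signal reports receptor beta-arrestin coupling in cells; 0% = agonist plus DMSO wells and 100% = wells without agonist; some results beyond the cut were filed as inactive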
ATG4B inh: blocks human ATG4B protease cleavage of LC3 substrate. Q9Y4P1. inhibition, % at 8.33 µM. AID 504462. 0.51% of 340,000 active. ATG4B cleavage of LC3-PLA2, NBD-HPC fluorescence, 1 h; in the data active = inhibition above about 40%
UBC13 polyUb: blocks human UBC13 polyubiquitin chain formation; inhibition, % at 20 µM; 0.47% of 330,000 active; TR-FRET; P61088; in the data active = inhibition above about 45%, passing the limit was not always enough
Target sequence (P61088 whole entry, looked up): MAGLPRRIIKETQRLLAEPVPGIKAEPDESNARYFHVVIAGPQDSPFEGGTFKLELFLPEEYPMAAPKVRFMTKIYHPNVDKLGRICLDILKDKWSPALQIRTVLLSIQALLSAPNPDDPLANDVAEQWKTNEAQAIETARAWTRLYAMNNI
Gli-Sufu block: blocks Gli-Sufu signaling in a luciferase reporter | Sufu-KO-LIGHT fibroblasts, Gli luciferase reporter luminescence | inhibition, % at 5 µM | 0.74% of 340,000 active | AID 588413;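 active = inhibition above about 55%, limit read from the data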;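 also: 0% = DMSO-treated cells and 100% = wells with medium but no cells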
* hit, by the source's call; . = not tested or not shown.

1) Cc1ccccc1CN(c1ccc(C(=O)NCCC2=CCCCC2)cc1)S(C)(=O)=O
2) CC(=O)Nc1ccc(S(=O)(=O)Nc2ccc3c(c2)OCCO3)cc1
3) O=C(c1ccc2ccccc2c1)C1CCCN(C(=O)CN2C(=O)CSC2=O)C1 (stereo not drawn)
4) CCN(C(=O)c1ccccc1)c1ccc([N+](=O)[O-])cc1
5) O=C(Cc1n[nH]c(=O)c2ccccc12)Nc1cc(Cl)ccc1-n1cncn1
6) COCCN(C(=O)c1ccc2c(c1)S(=O)(=O)N=C1CCCCCN12)c1c(N)n(CC(C)C)c(=O)[nH]c1=O
7) C/C(=N\NC(=O)c1nn(C)c(C)c1Br)c1ccc(NC(=O)c2ccccc2F)cc1
8) CC1CCCCC1NC(=O)c1ccc(N2CCCC2=O)cc1 (stereo not drawn)
9) CCCCc1cc(=O)oc2cc(C)cc(OCC(=O)N3CCC(C(N)=O)CC3)c12
10) CC(=O)c1cc2c(cc1N/C(=N/S(=O)(=O)c1ccccc1)c1ccc(Cl)cc1)OCO2
assay / entry	1	2	3	4	5	6	7	8	9	10
CCR6 antagonist	4	4	9	-17	3	-4	-25	-6	0	18
APJ agonist	3	-1	-1	-2	-2	.	-2	-4	-1	3
CXCR6 block	-2	-3	-8	-6	0	-5	-4	7	-5	8
APJ antagonist	2	8	10	2	33	.	-8	6	-47	5
EBI2 block	12	-4	6	-6	3	4	-1	-9	4	0
ATG4B inh	20	-3	-9	8	-11	-33	1	-2	-10	-9
UBC13 polyUb	6	0	2	5	2	.	0	-2	15	5
Gli-Sufu block	1	32	8	-17	-3	4	-20	-4	0	27

Some of the entries so far, with bars between the fields.
entry | smiles | CCR6 antagonist | APJ agonist | CXCR6 block | APJ antagonist | EBI2 block | ATG4B inh | UBC13 polyUb | Gli-Sufu block
1 | Cc1ccccc1CN(c1ccc(C(=O)NCCC2=CCCCC2)cc1)S(C)(=O)=O | 4 | 3 | -2 | 2 | 12 | 20 | 6 | 1
2 | CC(=O)Nc1ccc(S(=O)(=O)Nc2ccc3c(c2)OCCO3)cc1 | 4 | -1 | -3 | 8 | -4 | -3 | 0 | 32
3 | O=C(c1ccc2ccccc2c1)C1CCCN(C(=O)CN2C(=O)CSC2=O)C1 (stereo not drawn) | 9 | -1 | -8 | 10 | 6 | -9 | 2 | 8
4 | CCN(C(=O)c1ccccc1)c1ccc([N+](=O)[O-])cc1 | -17 | -2 | -6 | 2 | -6 | 8 | 5 | -17
5 | O=C(Cc1n[nH]c(=O)c2ccccc12)Nc1cc(Cl)ccc1-n1cncn1 | 3 | -2 | 0 | 33 | 3 | -11 | 2 | -3
6 | COCCN(C(=O)c1ccc2c(c1)S(=O)(=O)N=C1CCCCCN12)c1c(N)n(CC(C)C)c(=O)[nH]c1=O | -4 | . | -5 | . | 4 | -33 | . | 4
7 | C/C(=N\NC(=O)c1nn(C)c(C)c1Br)c1ccc(NC(=O)c2ccccc2F)cc1 | -25 | -2 | -4 | -8 | -1 | 1 | 0 | -20

Other structures
11) O=[N+]([O-])c1cccc(S(=O)(=O)Nc2ccc(S(=O)(=O)Nc3nccs3)cc2)c1
12) CC1=C(C(=O)OCc2ccccc2)C(c2ccc(N(C)C)cc2)NC(=O)N1 (stereo not drawn)
13) C/C(=N\NC(=O)c1ccc(Cl)c(Cl)c1)c1ccc(Br)s1
14) Cc1ccc(NNC(=O)CCc2ccccc2)c(C)c1
15) O=C(CSc1nnc(-c2ccncc2)n1Cc1ccco1)Nc1cccc(O)c1
16) O=C(NCCCNCc1ccccc1)/C(=N\O)c1ccccc1
17) COC(=O)c1cc2c(N)c(C(=O)c3ccccc3)sc2nc1C(OC)OC
18) CCOc1ccccc1-n1c(SCC(=O)NC)nnc1-c1ccco1
19) CCc1nn(CC(=O)NCCCN2CCc3ccccc3C2)c(=O)c2cc3sccc3n12
20) CCOc1ccc(NC(=O)CSc2nc3[nH]ncc3c(=O)n2-c2ccccc2OC)cc1
assay / entry	11	12	13	14	15	16	17	18	19	20
CCR6 antagonist	-2	-14	21	-4	6	22	3	-2	8	5
APJ agonist	5	-4	-5	-2	-1	-8	-2	-5	-2	-2
CXCR6 block	6	-2	-1	-4	-2	1	9	-1	3	9
APJ antagonist	9	-26	8	5	2	-8	5	2	-41	-9
EBI2 block	-2	8	10	-10	-12	-15	19	0	-1	-8
ATG4B inh	7	-1	-11	5	1	8	-4	18	3	-13
UBC13 polyUb	-4	11	24	2	0	1	-9	-3	10	0
Gli-Sufu block	1	0	10	17	-8	-8	2	1	8	18

21) Cc1ccc(S(=O)(=O)Oc2ccc(/C=C(/NC(=O)c3ccccc3)C(=O)O)cc2)cc1
22) Cn1ncc2c(NNC(=O)c3ccccc3Cl)ncnc21
23) CCOC(=O)Cc1cnc(NC(=O)CSc2nc(N)cc(N)n2)s1
24) CC(C)N(CCNC(=O)c1cn(C)c2ccc(S(=O)(=O)N(C)C)cc2c1=O)Cc1ccccc1
25) CCC1(C)CC(=O)N(c2ccc(F)c(Cl)c2)C(=O)C1
26) Cc1cccc(N(CC(=O)N2CCc3ccccc3C2)S(C)(=O)=O)c1C
27) CC(=NN1CC(=O)NC1=O)c1ccc([N+](=O)[O-])o1
28) CCCCC(CC(O)COCCC)c1n[nH]c(=S)n1-c1ccccc1 (stereo not drawn)
29) CCOC(=O)/C(=C\c1ccccc1)C(=O)CCN1CCOCC1
30) O=C(Oc1cccc(-n2cnnn2)c1)c1sc2ccccc2c1Cl
assay / entry	21	22	23	24	25	26	27	28	29	30
CCR6 antagonist	0	1	-10	15	1	9	-7	-10	47	4
APJ agonist	-1	-2	1	-2	-3	-3	.	-2	.	2
CXCR6 block	6	3	-3	-7	5	-7	-12	-12	21	0
APJ antagonist	4	6	-3	0	2	-10	.	-5	.	-11
EBI2 block	-6	-6	-14	8	-12	1	-35	2	-3	-24
ATG4B inh	8	0	3	-7	-4	10	-1	4	-3	-4
UBC13 polyUb	-7	8	-4	2	3	-3	.	7	.	-19
Gli-Sufu block	11	-5	0	-1	2	35	2	-5	-8	5

31) CCC(C)NC(=O)c1ccc2c(c1)N(Cc1ccccc1)C(=O)CS2 (stereo not drawn)
32) Cc1c(Cl)cccc1Nc1nc(NCCO)c2ccccc2n1
33) Cc1ccc(C(=O)/C=C/N(C)C)o1
34) Cc1ccc(N2C(=O)c3cccc4c(Oc5ccccc5[N+](=O)[O-])ccc(c34)C2=O)c(C)c1
35) CNS(=O)(=O)c1cccc(C(=O)NNC(=O)CN(C)S(=O)(=O)c2ccc(Cl)cc2)c1
36) Cc1nc2sc(C(c3ccco3)N3CCC(Cc4ccccc4)CC3)c(O)n2n1 (stereo not drawn)
37) COC(=O)c1ccc(NC(=O)C2CCCN(S(C)(=O)=O)C2)cc1 (stereo not drawn)
38) CC(=O)C1C(c2ccccc2)c2c(n[nH]c2C)CC1(C)O (stereo not drawn)
39) C=C(C)CSc1nc2c(cc1C#N)CCC2
40) CCOc1ncccc1C(=O)Nc1ccc(OC)c(S(=O)(=O)N2CCOCC2)c1
assay / entry	31	32	33	34	35	36	37	38	39	40
CCR6 antagonist	6	-3	7	15	16	17	3	2	8	6
APJ agonist	1	-1	1	1	4	-6	-2	-2	-2	5
CXCR6 block	2	-16	-1	6	4	8	-4	-9	9	4
APJ antagonist	-7	8	-2	6	26	14	4	6	4	5
EBI2 block	2	12	0	16	-5	-2	4	0	8	6
ATG4B inh	2	-1	-3	7	9	-21	2	-4	-2	4
UBC13 polyUb	-10	20	-2	-4	-5	-1	7	-2	4	4
Gli-Sufu block	-5	34	-4	14	-11	-2	-2	3	-2	-6

41) Cc1c(Cl)cccc1NC(=O)CCN1C(=O)NC(C)(C)C1=O
42) COc1ccc(C(C(=O)NC2CCCCC2)N(C(=O)c2sc(C)nc2C)c2ccc(C(C)=O)cc2)cc1 (stereo not drawn)
43) COc1cccc(-c2nc(=S)c3c(n2Cc2ccco2)CCCC3)c1
44) COc1ccc(N=C(C)C2=C(O)CSC2=O)cc1
45) Nc1nonc1C(=O)N/N=C/c1cc2c(cc1Br)OCO2
46) CCCCCC/C=N/Nc1nnc(Cc2ccccc2)c(=O)[nH]1
47) O=C(NNC(=O)c1cc(O)c(O)c(O)c1)NC1CCCCC1
48) CCOc1ccccc1N1CCN(C(=S)Nc2ccc(S(N)(=O)=O)cc2)CC1
49) Oc1c(C(c2ccccc2)N2CCOCC2)ccc2ccccc12 (stereo not drawn)
50) COc1ccc(NC(=O)C2CCCN(S(=O)(=O)c3ccc4c(c3)oc(=O)n4C)C2)c(OC)c1 (stereo not drawn)
assay / entry	41	42	43	44	45	46	47	48	49	50
CCR6 antagonist	-10	-2	24	11	2	9	6	0	8	-1
APJ agonist	-7	-5	-7	2	-2	-2	-1	-3	.	-1
CXCR6 block	-5	4	10	-3	-4	8	-6	6	-2	1
APJ antagonist	-9	12	14	-24	-19	9	-14	-3	.	4
EBI2 block	-7	12	15	-7	-8	-13	17	-2	-36	-3
ATG4B inh	6	-6	25	-2	-1	0	-1	-11	-10	-16
UBC13 polyUb	-8	2	-12	-6	-1	-6	12	6	.	9
Gli-Sufu block	8	5	-12	-31	-14	27	-3	2	9	7

51) O=C1OCC(c2ccc(Cl)s2)=C1c1ccccc1[N+](=O)[O-]
52) O=C(Nc1ccc(Cl)cc1)c1ccc2nsnc2c1
53) COc1ccc(C2=NN(c3ccc(C(=O)O)cc3)C(c3ccc(OC)c(OC)c3)C2)cc1 (stereo not drawn)
54) CN(Cc1ccccc1)C(=O)c1c[nH]c2ccc(S(=O)(=O)N3CCOCC3)cc2c1=O
55) CCOCCn1c(CCCO)nc2ccccc21
56) CCOC(=O)c1c(C)[nH]c(C(=O)COC(=O)c2c(CC)noc2C)c1C
57) Cc1nn(CC(=O)N2CCCc3ccccc32)c(C)c1[N+](=O)[O-]
58) COc1cc2cc(CCOC(=O)c3ccco3)oc(=O)c2cc1OC
59) O=C(NCc1ccccn1)C(=O)Nc1nc(-c2ccccc2)cs1
60) O=C(NC(Cc1ccccc1)c1ccc2c(c1)OCCCO2)c1ccc(F)cc1 (stereo not drawn)
assay / entry	51	52	53	54	55	56	57	58	59	60
CCR6 antagonist	7	-5	15	-15	18	7	3	9	1	27
APJ agonist	-5	-3	-1	2	4	-1	-5	-3	-2	-5
CXCR6 block	8	-12	8	3	-7	1	-4	-1	-9	14
APJ antagonist	11	0	10	-8	-13	4	-4	18	11	-6
EBI2 block	-4	17	9	-16	-3	-3	-15	4	4	-1
ATG4B inh	-5	0	8	4	-2	-7	-2	-14	9	-7
UBC13 polyUb	3	9	15	11	2	3	2	-7	-1	7
Gli-Sufu block	5	-46	-4	-2	-2	20	-2	5	-16	12

61) O=C1NCCCC1C(=O)N/N=C/c1ccccc1O (stereo not drawn)
62) CC1CCN(c2nnc(N)s2)CC1
63) COc1ccc(-c2cc(C(=O)Nc3cccnc3)c3ccccc3n2)cc1OC
64) CC(CCc1ccccc1)NC(=O)C1CCN(S(=O)(=O)c2cnc[nH]2)CC1 (stereo not drawn)
65) CCC(=O)N(CCC(c1ccco1)C(C)C)Cc1ccccc1 (stereo not drawn)
66) C/C(=N\NC(=O)c1ccccc1C)c1ccc(NC(=O)c2cccs2)cc1
assay / entry	61	62	63	64	65	66
CCR6 antagonist	2	-4	-1	-14	24	6
APJ agonist	-4	.	7	11	0	1
CXCR6 block	-6	-9	-6	-8	-1	-4
APJ antagonist	-10	.	12	-17	1	-9
EBI2 block	-2	-5	6	-2	16	0
ATG4B inh	-9	7	4	-8	29	-4
UBC13 polyUb	6	.	12	-4	5	-17
Gli-Sufu block	-2	-4	0	1	12	-1

High-throughput results as filed in PubChem.
